# ERK EGF block – EGF-driven ERK pathway inhibition. Potency, µM (doses to about 11.5 µM), without a hit: at the top dose activity change, negative = inhibition, hits mostly inhibitors. AID 1454. HEK293-V1b, EGF-stimulated phospho-ERK AlphaScreen. actives 0.41% (n = 130,000); active = well fitted inhibition curve with a large enough effect; inconclusive = small, poorly fitted or top-dose-only effect, or effect the other way;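 also: plate controls were stimulated vehicle wells for no effect and unstimulated vehicle basal for full effect; nearly all actives have a fitted effect of over 55% in size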
#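 After overnight plating in 1% FBS, HEK293-V1b cells received test compound for half an hour, then a 5 min pulse of EGF (25 nM); ERK phosphorylation in lysates was read by bead-based AlphaScreen.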
# * marks the source's active call; other numbers are inactive results; ? = inconclusive; & = joins results of further samples; [ ] = dose if it differs, or a comment. Potency is read from the fitted curve at half-maximal effect. This is a subset; count on the stated rates, not on these rows.
SMILES,ERK EGF block
O=[N+]([O-])c1ccc(C[n+]2cc(-c3ccc(Cl)c(Cl)c3)n3c2CCCCC3)cc1,-7.8%[57.5 µM]
O=C(Nc1cccc(C(F)(F)F)c1)C1(c2ccccc2)CC1,-1.4%
CCN1CCN(c2nc(Nc3ccc(C)c(C)c3)nc(N)c2[N+](=O)[O-])CC1,12.5%
CCc1cc2c(=O)[nH]c(-c3ccncc3)nc2s1,6.3%
CCN1C(=O)C(C)S/C1=N\S(=O)(=O)c1ccc(F)cc1 (stereo not drawn),-9.1%
CSCc1ccc(C(=O)NCc2ccc(C)cc2)cc1,0.5%
N/C(=N\NS(=O)(=O)c1ccccc1C(F)(F)F)c1ccccn1,-7.9%[57.5 µM]
CCn1c(=O)n(CCOC)c(=O)c2c3c(sc21)CCCC3,1.8%
O=C(N/N=C/c1ccc[nH]1)c1ccc(Cl)cc1,-5.2%
Cc1ccc([N+](=O)[O-])cc1NC(=O)C(Sc1ccccc1)c1ccccc1 (stereo not drawn),1.4%
O=S(=O)(Nc1ccc2ccccc2c1)c1ccccc1,0.4%
COc1ccc(N=C2S/C(=C\c3ccc(OCC(=O)O)cc3)C(=O)N2CCc2c[nH]c3ccccc23)cc1,-2.6%
CN(C)S(=O)(=O)c1ccc(C(=O)Nc2cc(S(=O)(=O)Nc3ccccc3Cl)ccc2N2CCCCC2)cc1,3.8%
O=C(CSc1ccc2nnc(CCNS(=O)(=O)c3ccccc3)n2n1)Nc1nc2ccccc2s1,-1.4%
Cc1nn(C)cc1S(=O)(=O)N1CCCC(C(=O)O)C1 (stereo not drawn),-7.4%
CCN1CCN(C(=O)c2ccccc2NS(=O)(=O)c2ccc(Cl)cc2)CC1,-4.4%
Cc1ccccc1N1CCN(C2=NC(=O)/C(=C/c3cn[nH]c3-c3ccccc3)S2)CC1,8.0%
Cc1cc(C(C)(C)C)cc(C)c1CC1=NCCN1,15.7%
O=C1c2cccc3cccc(c23)C(=O)N1CCN1CCN(CC(O)COc2ccccc2)CC1 (stereo not drawn),4.3%
Cc1nc(N=Nc2cc(S(=O)(=O)O)c3cc([N+](=O)[O-])cc(S(=O)(=O)O)c3c2)c(COP(=O)(O)O)c(C=O)c1O,8.3%&-13.9%
CCOc1cc(CN2CCC(CO)(Cc3cccc(C(F)(F)F)c3)CC2)ccc1OC,5.1%
Cc1cc2ccc(=O)oc2cc1OC[C@@H](O)C(C)(C)O,1.7%
Cc1[nH]n(-c2ncc(-c3ccc(Cl)cc3)s2)c(=O)c1C(c1ccc(Cl)cc1)C(C#N)C#N (stereo not drawn),?
COC(=O)C1=C(C)N(CCc2c[nH]c3ccccc23)C(=O)C1,0.2%
COc1cccc(/C=C/C(=C2/C(=O)N(c3ccccc3)N=C2C)c2ccccc2)c1OC,3.1%
COc1cccc(OC)c1C(=O)Oc1ccc2c(c1)O/C(=C\c1ccncc1)C2=O,-4.7%
Cc1ccccc1NCN1C(=O)C2CCC(C)(C1=O)C2(C)C (stereo not drawn),-7.1%[57.5 µM]
NC(=O)N/N=C/c1ccccc1OCC(=O)NCc1ccccc1,-5.8%
CCOc1ccc(N2CC(C(=O)Nc3ccc(OC)c(S(=O)(=O)N4CCCCC4)c3)CC2=O)cc1 (stereo not drawn),0.7%
COc1ccc(C(=O)Nc2cc3c(oc2=O)CCCC3=O)cc1,-1.1%
C/C(=N/NC(=O)CN1CCN(Cc2ccccc2)CC1)c1ccc([N+](=O)[O-])cc1,7.9%[57.5 µM]
CC(=O)OCC(=O)[C@@]1(O)CCC2C3CCC4=CC(=O)C=CC4(C)C3C(O)C[C@]21C (stereo partly drawn),12.8%
Cc1c(C(=O)OC(C)C)nnn1-c1nonc1N,15.1%
O=[N+]([O-])c1cc2c(c(CSc3nnnn3-c3ccc(O)cc3)c1)OCOC2,5.0%
OCC1(CCOc2ccccc2)CCN(CC2=Cc3cc(Cl)ccc3OC2)CC1,?
CC(C)C(OC(=O)c1cccc(S(=O)(=O)NCC(F)(F)F)c1)C(=O)NC(N)=O (stereo not drawn),?
CCc1cc(CNC(=O)CC2C(=O)NCCN2Cc2c(F)cccc2Cl)on1 (stereo not drawn),5.3%
CS(=O)(=O)N(CC(=O)NCc1ccncc1)c1cc(Cl)ccc1Cl,-6.4%
NCCC(=O)NCCc1cnc[nH]1,-3.4%
N#Cc1ccccc1CSc1nnc(Cc2ccccc2)o1,-15.0%
NNS(=O)(=O)c1ccc(N2CCCC2=O)c([N+](=O)[O-])c1,7.8%
Cc1ccc(N(CC(=O)Nc2c(C)n(C)n(-c3ccccc3)c2=O)S(C)(=O)=O)c(C)c1,-2.3%
CCOC(=O)CCC(NC(=O)CC(=O)NC(CCC(=O)OCC)C(=O)OCC)C(=O)OCC (stereo not drawn),9.2%
C=C(C)CNC(=S)NNC(=O)c1ccncc1,-9.3%
COc1cccc(/C=C2/SC(=S)N(CC(=O)Nc3nnc(C)s3)C2=O)c1,10.6%
O=C(COC(=O)c1ccccc1C(=O)N1CCN(c2ccccc2)CC1)Nc1ccccc1,-5.3%
COc1ccc(C(=O)NC(CC(=O)O)c2cc([N+](=O)[O-])ccc2Cl)c(SC)c1 (stereo not drawn),17.9%
CCn1c(SCC(=O)NCC2CCCO2)nnc1-c1ccc(S(=O)(=O)N2CCN(C)CC2)cc1 (stereo not drawn),8.5%
CN1C(=O)CC(C(=O)O)SC1=Nc1ccc(F)cc1 (stereo not drawn),3.1%
CC(=O)Nc1sc(/C(C#N)=C/c2ccc(Cl)c(Cl)c2)nc1-c1ccc(C)cc1,-1.5%
CN(C)Cc1nnnn1-c1ccccc1,6.4%[57.5 µM]
Cc1ccc(C(=O)NCC(=O)OCC(=O)Nc2ccccc2[N+](=O)[O-])cc1,-0.4%
O=C(OC(C(=O)Nc1ccc(Cl)c(C(F)(F)F)c1)c1ccccc1)C1=COCCO1 (stereo not drawn),4.7%
CCCCN(CC)CCNC(=O)CNC(=O)Cn1ccc2ccccc2c1=O,-9.0%
Cc1cccc(C(=O)O/N=C2/CC3CCC2(C)C3(C)C)c1 (stereo not drawn),-9.0%
O=C(O)c1cc(-c2ccc(/C=C3/SC(=S)N(Cc4ccccc4)C3=O)o2)ccc1Cl,-2.7%
Cn1c(=O)[nH]c(=O)c2c1nc([N+](=O)[O-])n2Cc1ccccc1,2.0%[57.5 µM]
N#Cc1cccc(NC(=O)N2CCC3(CC2)CCN(C(=O)c2cccc(F)c2)CC3)c1,-7.1%
Cc1nnc(SCC(=O)NCCN2C(=O)CSC2=O)n1-c1ccccc1,6.4%
Cc1ccc(NC(=O)COC(=O)CCOc2ccccc2C)cc1,23.1%

# Other results follow.
SMILES,ERK EGF block
O=C(COC(=O)/C=C/c1ccc(F)cc1)Nc1cccc(S(=O)(=O)N2CCCC2)c1,-3.0%
CCOCCn1c(N2CCN(c3ccccc3)CC2)nc2c1c(=O)[nH]c(=O)n2C,-7.2%
CCN1CCN(c2cc(C)c3cc(NC(=S)N4CCN(c5ccc(F)cc5)CC4)ccc3n2)CC1,-0.3%
Cc1cc(C(=O)COc2ccccc2C(N)=O)c(C)n1CC1CCCO1 (stereo not drawn),-1.3%
O=C(NCCOc1ccccc1)C1CCCCC1,-0.4%
COc1ccccc1C(=O)O/N=C(\N)c1ccccn1,-11.6%[57.5 µM]
CC1CCN(C(=O)Cn2nnc(-c3cccs3)n2)CC1,3.9%
COc1cc(/C=C(\NC(=O)c2ccccc2)C(=O)NCC(=O)O)c([N+](=O)[O-])cc1OC,28.2%
Cc1ccc(S(=O)(=O)n2[nH]c(=O)cc2N)cc1,-10.5%[57.5 µM]
CN(C[C@H](Cc1ccccc1)N(C[C@H](Cc1cccc2ccccc12)N(CCc1ccccc1)N=O)N=O)N=O,-2.4%[57.5 µM]
Clc1ccc(/C=N/Nc2nnc(Cl)c3ccccc23)cc1,1.9%
O=C(COC(=O)c1cccnc1Nc1cccc(C(F)(F)F)c1)NC1CCS(=O)(=O)C1 (stereo not drawn),?

# Five compounds drawn at random from the list so far, as already listed:
SMILES,ERK EGF block
Cc1ccc([N+](=O)[O-])cc1NC(=O)C(Sc1ccccc1)c1ccccc1 (stereo not drawn),1.4%
CCn1c(=O)n(CCOC)c(=O)c2c3c(sc21)CCCC3,1.8%
CCn1c(SCC(=O)NCC2CCCO2)nnc1-c1ccc(S(=O)(=O)N2CCN(C)CC2)cc1 (stereo not drawn),8.5%
Cc1c(C(=O)OC(C)C)nnn1-c1nonc1N,15.1%
CCOCCn1c(N2CCN(c3ccccc3)CC2)nc2c1c(=O)[nH]c(=O)n2C,-7.2%

# More entries:
SMILES,ERK EGF block
COc1ccc(CN2CCC(CO)(CCOc3ccccc3)CC2)c(OC)c1C,-18.7%
CCOC(=O)Cc1c(C)[nH]n(-c2ccccc2)c1=O,22.1%[57.5 µM]
CCC(=O)N1CCc2cc(S(=O)(=O)CCC(=O)Nc3ccc(OC)c(OC)c3)ccc21,5.4%
Cc1ccc(S(=O)(=O)c2cc3ccccc3oc2=Nc2ccc3c(c2)OCCO3)cc1,?
COc1ccc(CCNC(=O)CCn2c(=O)c3ccccc3n(CC(=O)NCC3CCCO3)c2=O)cc1OC (stereo not drawn),-5.4%
CC(=O)Nc1ccc(C(=O)OCc2ccc(F)cc2Cl)cc1,1.8%
O=C(Cn1cnc2ccccc21)N/N=C/c1cccnc1,-2.7%
COc1ccccc1CCc1nnc(CCC(=O)NC(C)Cn2nc(C)cc2C)o1 (stereo not drawn),-0.5%
CC(=O)N(CN1C(=O)C2C3C=CC(C3)C2C1=O)c1cccc(Cl)c1 (stereo not drawn),3.0%
CCOc1ccc(/C=N/NC(=O)C(OC)c2ccccc2)cc1 (stereo not drawn),9.3%
COC(=O)C/C=C/[C@@H](C)[C@H](NC(=O)OCC(Cl)(Cl)Cl)c1ccccc1,6.4%
O=c1c(Cc2ccc(F)cc2)c(O)ccn1CCCn1ccnc1,-4.8%

# The last 2 entries of the section above come first, to join the parts:
SMILES,ERK EGF block
COC(=O)C/C=C/[C@@H](C)[C@H](NC(=O)OCC(Cl)(Cl)Cl)c1ccccc1,6.4%
O=c1c(Cc2ccc(F)cc2)c(O)ccn1CCCn1ccnc1,-4.8%
N#Cc1c(-c2ccc(Cl)cc2)c2c([nH]c1=O)-c1ccccc1OC2,1.4%[57.5 µM]
Cc1ccccc1Oc1nc2c(C)cccn2c(=O)c1/C=C(\C#N)C(=O)NC1CCS(=O)(=O)C1 (stereo not drawn),6.8%[57.5 µM]
CS(=O)(=O)N(Cc1ccc(C(=O)NN=C2CCCC2)cc1)c1ccccc1,-7.1%
Cn1cc(CN2CCCC(C(=O)c3ccc(-c4ccccc4)c(F)c3)C2)cn1 (stereo not drawn),-10.9%
CCOC(=O)N(NC(=O)C(O)(C(C)C)C(C)C)c1ccccc1,-4.8%
CC(C)(C)N1NC2(CCCCC2)NC1=S,20.5%[57.5 µM]
Cc1cccc(/C(N)=N/OC(=O)c2cccnc2)c1,-7.3%
C/C(CC(=O)Nc1cccc(C(F)(F)F)c1)=N\NC(=O)Cc1ccccc1,2.3%
COC(=O)C1(CCSC)NC(c2ccccc2F)C2C(=O)N(c3ccc4c(c3)OCCO4)C(=O)C21 (stereo not drawn),-7.7%
N/C(=N\OC(=O)c1ccc2c(c1)OCO2)c1ccc([N+](=O)[O-])cc1,2.6%
Oc1ccc(Br)cc1-c1cc(-c2ccccc2)n[nH]1,?
COc1ccc(F)cc1C(=O)C1CCCN(C(=O)CCc2ccccn2)C1 (stereo not drawn),-3.5%

# Some of the entries above, reformatted:
SMILES	ERK EGF block
Cn1cc(CN2CCCC(C(=O)c3ccc(-c4ccccc4)c(F)c3)C2)cn1 (stereo not drawn)	-10.9%
CCOC(=O)N(NC(=O)C(O)(C(C)C)C(C)C)c1ccccc1	-4.8%
CC(C)(C)N1NC2(CCCCC2)NC1=S	20.5%[57.5 µM]
Cc1cccc(/C(N)=N/OC(=O)c2cccnc2)c1	-7.3%

# Next part.
SMILES,ERK EGF block
Cc1cc(C)c2c(N)c(C(=O)c3ccc(Cl)cc3Cl)sc2n1,5.7%
COc1ccc(CCNC(=O)c2cc(-c3cc(Cl)ccc3O)n[nH]2)cc1OC,9.7%[57.5 µM]
O=C(NCc1ccco1)c1ccc([N+](=O)[O-])o1,0.2%
S=C(NCCNCc1ccccc1)NC1CCCCC1,-0.6%
O=C(CCN1c2ccccc2Sc2ccccc21)Oc1ccccc1,0.8%
C/C(N)=C(/C#N)C(=O)COC(=O)c1cc(-c2cccc(Br)c2)nc2ccccc12,5.2%
C=CCC(NCc1ccccc1)c1ccccc1 (stereo not drawn),19.8%
Cc1ccc(Nc2nc3c(s2)CCC3)c(C)c1,-10.5%
O=C(CSc1ncnc2sc3c(c12)CCC3)Nc1ccccc1C(=O)O,-11.2%[57.5 µM]
CCOC(=O)C1(Cc2cccc(F)c2)CCN(Cc2ccon2)CC1,-11.9%[57.5 µM]
S=c1nc(C2CC2)n(-c2ccccc2)[nH]1,-8.7%[57.5 µM]
O=C(O)c1ccccc1NSc1ccccc1[N+](=O)[O-],-4.8%
COc1ccc(-c2cnc[nH]2)cc1,9.2%
Cc1ccc(NC2Sc3ccccc3NC2=O)cc1Cl (stereo not drawn),-1.9%[57.5 µM]
C(=N\Nc1nc(-c2cccnc2)nc2ccccc12)/c1ccccc1,-2.6%[57.5 µM]
CC/C(=N/NC(=O)c1ccc(Br)cc1)c1ccc(OCCN2CCOCC2)cc1,-7.1%
COc1ccc(NC(=O)CSc2nnc(Cn3cnc([N+](=O)[O-])n3)n2C)cc1,-0.1%
COCCNC(=S)NC1CC2CCC(C1)N2Cc1ccccc1 (stereo not drawn),-16.7%[57.5 µM]
CCN(CC)C(=O)Cn1cnc2ccccc2c1=O,6.1%
CCn1nccc1C(=O)Nc1cc(Cl)cc(Cl)c1,-8.1%
O=[N+]([O-])c1ccc(Nc2cccc(F)c2)nc1,-7.9%
O=C1CC(c2ccc(F)cc2)CC2=C1C(c1ccc([N+](=O)[O-])o1)Nc1ccccc1N2 (stereo not drawn),-5.5%[57.5 µM]

# Bioassay records from PubChem BioAssay.
